Giardia killer: Giardia lamblia killing. Giardia lamblia trophozoite viability. activity change, % at 7.66 µM, hits read low. 340,000 compounds, 0.15% hits; in the data active = activity change below about -80%; inconclusive = between about -30% and that limit;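 also: parasites exposed to compound for two days anaerobically before the ATP read; % is scaled to controls: 0 for no effect and ±100 for the full control effect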
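Trophozoite viability was measured as ATP-dependent luminescence, read 15-30 min after reagent addition. Before that, parasites at 100 cells/well were exposed to compounds for 48 h, anaerobically, at 37 deg C.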
Gal4-VP16 FLuc: Gal4-VP16 reporter inhibition counter-screen. Drosophila S2 Gal4-VP16 UAS-luciferase, luminescence, 20 h. Potency, µM (top dose mostly 53.6 µM), inactives show top-dose activity, negative = inhibition, usual class: inhibitors. 310,000 compounds, 3.5% hits. AID 2546;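 also: Gal4-VP16 expression switched on by copper sulfate through the metallothionein promoter; potency is read from the fitted curve at half-maximal effect; % is scaled to controls: 0 for no effect and ±100 for the full control effect; nearly all actives have a fitted effect of over 50% in size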
ELG1 genotox: induces genotoxicity in HEK293T cells with luciferase-tagged ELG1. HEK293T ELG1-luciferase reporter, luminescence, 16 h. Potency, µM (titrated, usually from 46 µM), without a hit: at the top dose activity change, positive = activation, most hits filed as activators. 330,000 compounds, 1.3% hits. AID 504466; also: potency is read from the fitted curve at half-maximal effect; % of control where 0% means no effect; nearly all actives have a fitted effect of over 60% in size
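Luminescence read-out: rising ELG1-luciferase signal, reflecting elevated ELG1 protein under genetic stress, flags genotoxic compounds. Cells were treated for 16 hr at 37 °C before ONE-Glo detection.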
NPC1 prom act: activators of NPC1 promoter | 320,000 compounds, 2.4% hits | Potency, µM (top dose mostly 9.22 µM), for the others: at the highest dose activation, actives largely listed as activators | Huh7 NPC1 promoter luciferase reporter, 24 h;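 also: potency is read from the fitted curve at half-maximal effect; % of control where 0% means no effect; nearly all actives have a fitted effect of over 60% in size; reporter is driven by a mutant NPC1 promoter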
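Luciferase expression driven by the NPC1 promoter was measured in stably transfected Huh7 cells after a 24 h compound incubation, using a luciferase reagent and a luminescence read.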
Tb PFK block: blocks T. brucei phosphofructokinase. 330,000 compounds, 0.17% hits. Potency, µM (top dose mostly 57.5 µM), for inactives: top-dose activity, negative = inhibition, usual class: inhibitors. O15648. T. brucei PFK, ADP-Glo luminescence;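 also: potency is read from the fitted curve at half-maximal effect; 0% = uninhibited 1x PFK enzyme wells and -100% = no-enzyme wells; nearly all actives have a fitted effect of over 60% in size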
Target sequence (O15648 whole entry, looked up): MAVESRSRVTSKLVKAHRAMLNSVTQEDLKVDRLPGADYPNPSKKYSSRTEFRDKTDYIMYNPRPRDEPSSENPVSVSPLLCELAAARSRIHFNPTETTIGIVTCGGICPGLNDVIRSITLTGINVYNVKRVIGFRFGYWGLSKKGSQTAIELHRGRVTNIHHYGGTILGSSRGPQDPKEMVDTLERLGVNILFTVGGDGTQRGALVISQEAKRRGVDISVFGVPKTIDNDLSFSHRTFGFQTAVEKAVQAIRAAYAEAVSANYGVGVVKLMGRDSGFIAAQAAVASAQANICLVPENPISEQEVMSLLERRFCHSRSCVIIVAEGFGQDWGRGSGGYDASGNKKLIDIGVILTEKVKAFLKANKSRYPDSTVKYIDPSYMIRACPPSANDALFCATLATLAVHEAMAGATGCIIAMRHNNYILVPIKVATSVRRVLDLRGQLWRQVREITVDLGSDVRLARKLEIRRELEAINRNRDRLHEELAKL
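In TEA buffer at pH 8.0 with 5 mM MgCl2, enzyme (1.25 nM) converted F6P (0.5 mM) and ATP (0.1 mM) for 45 min at room temperature. ADP product was read by luciferase luminescence.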
Rab9 prom act: activators of Rab9 promoter; 320,000 compounds, 2.8% hits; Potency, µM (series often up to 9.22 µM), inactives show at the highest dose activation, negative = inhibition, usual class: activators; AID 485297; Huh7 Rab9 promoter-luciferase reporter, luminescence, 24 h; also: potency is read from the fitted curve at half-maximal effect; % of control where 0% means no effect; nearly all actives have a fitted effect of over 60% in size
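Luminescence from Amplite-detected luciferase (10 minutes, ambient) reports Rab9 promoter activation. Before that, stable Rab9-luciferase Huh7 cells (1500/well, reduced-serum OP-MEM I plus 10% FBS) were exposed to compound for 24 hours at 37C.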
FLuc counter: counter-screen for miR-21 project: firefly luciferase inhibitors or activators; Potency, µM (top dose mostly 57.5 µM), for the others: top-dose activity change, negative = inhibition, actives largely listed as inhibitors; 360,000 compounds, 6.9% hits; purified FLuc, Km substrates, luminescence inhibition; P08659;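 also: potency is read from the fitted curve at half-maximal effect; plate controls were vehicle for no effect and reference inhibitor for full effect; nearly all actives have a fitted effect of over 55% in size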
Target sequence (P08659 whole entry, looked up): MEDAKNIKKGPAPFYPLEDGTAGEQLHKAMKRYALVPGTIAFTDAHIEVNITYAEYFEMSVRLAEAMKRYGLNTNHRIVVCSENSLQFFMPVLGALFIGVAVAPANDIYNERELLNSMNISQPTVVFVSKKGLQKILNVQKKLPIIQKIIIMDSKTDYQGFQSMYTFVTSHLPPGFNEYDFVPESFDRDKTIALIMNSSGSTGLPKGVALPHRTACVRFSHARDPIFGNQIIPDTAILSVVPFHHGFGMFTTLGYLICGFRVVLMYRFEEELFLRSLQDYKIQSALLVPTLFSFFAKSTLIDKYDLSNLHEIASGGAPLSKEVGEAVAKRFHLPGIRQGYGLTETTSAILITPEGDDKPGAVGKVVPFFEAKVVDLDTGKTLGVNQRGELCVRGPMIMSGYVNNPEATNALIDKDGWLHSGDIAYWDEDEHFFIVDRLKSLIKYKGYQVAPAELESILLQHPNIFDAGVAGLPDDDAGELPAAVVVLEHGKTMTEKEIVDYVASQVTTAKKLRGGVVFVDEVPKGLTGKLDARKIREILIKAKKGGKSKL
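Purified P. pyralis luciferase (10nM final) with 10uM D-luciferin and 10uM ATP (Km levels) in 50mM Tris acetate pH 7.5, 10mM Mg acetate, 0.01% Tween-20, 0.05% BSA; qHTS 6-point titration, ~60 µM downward; luminescence read.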
Coupling enz: coupling enzyme interference in Giardia aldolase counter-screen; coupling enzyme system counterscreen, AmpLite Red fluorescence; activity change, negative = inhibition, % at 58.2 µM, hits read low; 290,000 compounds, 0.67% hits; AID 2472; in the data active = activity change below about -30%; also: % is scaled to controls: 0 for no effect and ±100 for the full control effect
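Compounds tested against the coupling enzymes alone at 57.5 uM final; readout was AmpLite Red fluorescence (525/598 nm) after 20 min at RT.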
KCNH2 3.1 inh: blocks the human KCNH2 3.1 channel isoform; U2OS KCNH2 3.1, thallium flux FluxOr; hits give low values; activity change, % (tested at about 1.8 µM); 340,000 compounds, 0.95% hits; AID 720553;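 active = maximum activity change below -70%; inconclusive = maximum activity change from -70% to -50%; inactive = maximum activity change above -50%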;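 also: thallium influx rate constant from kinetic fluorescence after stimulation buffer; % is scaled to controls: 0 for no effect and ±100 for the full control effect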
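Measured as rate of thallium-driven FluxOr signal in transduced U2OS cells carrying the 3.1 channel, read kinetically for 2 min upon stimulation; values are rate constants scaled to DMSO control wells.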
uPA surface inh: inhibitors of cell surface uPA generation | 330,000 compounds, 0.31% hits | cell surface uPA generation assay, qHTS | Potency, µM (series often up to 38.3 µM), for inactives: top-dose activity change, negative = inhibition, usual class: inhibitors; active = well fitted inhibition curve with a large enough effect; inconclusive = small, poorly fitted or top-dose-only effect; inactive = no such curve, though single readings can be large or run the other way; tested in mouse RAW 264.7 cells; also: potency is read from the fitted curve at half-maximal effect; % is scaled to controls: 0 for no effect and ±100 for the full control effect; nearly all actives have a fitted effect of over 55% in size
RORgamma inh: inhibitors of mouse ROR gamma transcriptional activity; P51450; Drosophila S2 Gal4-RORgamma UAS-luciferase reporter, 20 h; Potency, µM (top dose mostly 53.6 µM), inactives show at the top dose activity change, negative = inhibition, most hits filed as inhibitors; 310,000 compounds, 5.4% hits; AID 2551; also: potency is read from the fitted curve at half-maximal effect; % is scaled to controls: 0 for no effect and ±100 for the full control effect; nearly all actives have a fitted effect of over 60% in size
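Stably transfected Drosophila Schneider cells are the test system, with ROR gamma fused to Gal4 and luciferase under UAS control; luminescence is read after 20 hr of 700 uM copper sulfate induction at ambient temperature.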
Starred values were filed as active, the others as inactive; & = joins results of further samples; [ ] = dose if it differs, or a comment. Unless noted, calls follow the shape of the dose curve; as a rule, active = well fitted curve in the direction sought with a large enough effect; inconclusive = small, poorly fitted or top-dose-only effect, or another doubt; inactive = no such curve, though single readings can be large; an effect the other way counts as inactive or inconclusive.

Results for O=C(CSc1nc(-c2ccccc2)cc(=O)[nH]1)Nc1ccccc1 ?
Giardia killer: -2; Gal4-VP16 FLuc: -1%; ELG1 genotox: 7%; NPC1 prom act: -8%; Tb PFK block: 2%; Rab9 prom act: -1%; FLuc counter: inconclusive; Coupling enz: 4; KCNH2 3.1 inh: -15; uPA surface inh: -13%; RORgamma inh: 5%

Results for CCOc1ccc(N2CC(C(=O)NCc3ccco3)CC2=O)cc1 (stereo not given) ?
Giardia killer: 0; Gal4-VP16 FLuc: 15%; ELG1 genotox: 1%; NPC1 prom act: -1%; Tb PFK block: -9%; Rab9 prom act: 1%; FLuc counter: 5%; Coupling enz: 2; KCNH2 3.1 inh: 10; uPA surface inh: 4%; RORgamma inh: -21%

What do the screens show for `Cc1ccccc1CN1CCN(C/C=C/c2ccccc2)CC1`?
Giardia killer: 17; Gal4-VP16 FLuc: 5%; ELG1 genotox: 3%; NPC1 prom act: 2%; Tb PFK block: 0%; Rab9 prom act: -4%; FLuc counter: 6%; Coupling enz: 3; KCNH2 3.1 inh: -37; uPA surface inh: 0%; RORgamma inh: inconclusive

How did COC(=O)c1ccc(CNC(=O)COC(=O)/C=C/c2cc(OC)c(OC)c(OC)c2)cc1 do in these assays?
Giardia killer: 9; ELG1 genotox: -1%; Tb PFK block: -2%; KCNH2 3.1 inh: 3; uPA surface inh: -10%

Results for C=CCc1ccc(OCC(O)CO)c(OC)c1 (stereo not given) ?
Giardia killer: -1; Gal4-VP16 FLuc: -21%; ELG1 genotox: 8%; NPC1 prom act: 13%; Tb PFK block: 5%; Rab9 prom act: 5%; FLuc counter: -11%; Coupling enz: 0; KCNH2 3.1 inh: -9; uPA surface inh: -5%; RORgamma inh: 5%

Results for CCN(CC)S(=O)(=O)c1cccc(-c2csc(C)n2)c1 ?
Giardia killer: -5; Gal4-VP16 FLuc: 0%; ELG1 genotox: -2%; NPC1 prom act: -8%; Tb PFK block: 4%; Rab9 prom act: -8%; FLuc counter: 0%; Coupling enz: -1; KCNH2 3.1 inh: 5; uPA surface inh: 12%; RORgamma inh: -12%

What do the screens show for `CSCCC(NC(=O)OCc1ccccc1)C(=O)O` (stereo not given)?
Giardia killer: -8; Gal4-VP16 FLuc: 5%; ELG1 genotox: 4%; NPC1 prom act: 0%; Tb PFK block: 3%; Rab9 prom act: 1%; FLuc counter: 4%; Coupling enz: 5; KCNH2 3.1 inh: -6; uPA surface inh: -5%; RORgamma inh: -39%

Results for CCOC(=O)c1c(C)c(C(=O)N2CCc3ccccc3C2)c(C)n1CC ?
Giardia killer: 18; Gal4-VP16 FLuc: 4%; ELG1 genotox: -5%; NPC1 prom act: -1%; Tb PFK block: -2%; Rab9 prom act: -4%; FLuc counter: 3%; Coupling enz: 6; KCNH2 3.1 inh: -12; uPA surface inh: -25%; RORgamma inh: 1%

How did Cc1ccc(C(=O)CCC(=O)O)cc1 do in these assays?
Gal4-VP16 FLuc: -4%; ELG1 genotox: -2%; NPC1 prom act: 4%; Tb PFK block: -15%; Rab9 prom act: 0%; FLuc counter: 3%; Coupling enz: 4; RORgamma inh: -21%

Results for O=C(CCC(=O)N1CCOc2ccccc21)NCCCc1ccccc1 ?
Giardia killer: -16; Gal4-VP16 FLuc: -5%; ELG1 genotox: -3%; NPC1 prom act: -3%; Tb PFK block: -5%; Rab9 prom act: inconclusive; FLuc counter: 3%; Coupling enz: 3; KCNH2 3.1 inh: -1; uPA surface inh: 5%; RORgamma inh: -15%

What do the screens show for `CC1CN(C2CC(C)(C)NC(C)(C)C2)CCC1=O` (stereo not given)?
Giardia killer: 7; Gal4-VP16 FLuc: -1%; ELG1 genotox: 2%; NPC1 prom act: -2%; Tb PFK block: 1%; Rab9 prom act: -3%; FLuc counter: -3%; Coupling enz: -3; KCNH2 3.1 inh: -9; uPA surface inh: 4%; RORgamma inh: -2%

How did O=C(Nc1ccccc1[N+](=O)[O-])c1cc(S(=O)(=O)N2CCOCC2)cs1 do in these assays?
Giardia killer: -21; Gal4-VP16 FLuc: -3%; ELG1 genotox: -4%; NPC1 prom act: -3%; Tb PFK block: -3%; Rab9 prom act: -2%; FLuc counter: 4%; KCNH2 3.1 inh: 5; uPA surface inh: -2%; RORgamma inh: 5%

What do the screens show for `Cc1nonc1C1CCCN1C(=O)c1cc(COc2cccc(C(F)(F)F)c2)on1` (stereo not given)?
Giardia killer: -12; Gal4-VP16 FLuc: inconclusive; ELG1 genotox: -1%; NPC1 prom act: 0%; Tb PFK block: 1%; Rab9 prom act: 0%; FLuc counter: -1%; Coupling enz: -2; KCNH2 3.1 inh: -4; uPA surface inh: -2%; RORgamma inh: inconclusive

How did Cc1ccc(N(Cc2cc3ccccc3[nH]c2=O)S(=O)(=O)c2ccccc2)cc1 do in these assays?
Giardia killer: 8; Gal4-VP16 FLuc: -3%; ELG1 genotox: -1%; NPC1 prom act: -2%; Tb PFK block: 4%; Rab9 prom act: -7%; FLuc counter: 5%; Coupling enz: 2; KCNH2 3.1 inh: 0; uPA surface inh: -3%; RORgamma inh: 0%

How did C=CCn1c(O)c(N=O)c2cc(C)ccc21 do in these assays?
Giardia killer: -17; Gal4-VP16 FLuc: 7%; ELG1 genotox: 1%; NPC1 prom act: 0%; Tb PFK block: -7%; Rab9 prom act: 13%; FLuc counter: -2%; Coupling enz: -1; KCNH2 3.1 inh: 15; uPA surface inh: 0%; RORgamma inh: 24%

Results for Cn1c(=O)n(C)c2cc(NS(=O)(=O)c3ccc(F)cc3)ccc21 ?
Giardia killer: 6; Gal4-VP16 FLuc: -7%; ELG1 genotox: 18µM*; NPC1 prom act: -11%; Tb PFK block: 3%; Rab9 prom act: -1%; FLuc counter: -2%&-5%; Coupling enz: 1; KCNH2 3.1 inh: -9; uPA surface inh: -8%; RORgamma inh: 20%

Results for O=[N+]([O-])c1ccc(Oc2ccc(S(=O)(=O)Nc3ccccc3)cc2)cc1 ?
Giardia killer: -15; Gal4-VP16 FLuc: inconclusive; ELG1 genotox: 2%; NPC1 prom act: -5%; Tb PFK block: 4%; Rab9 prom act: -8%; FLuc counter: -1%; Coupling enz: 1; KCNH2 3.1 inh: 4; uPA surface inh: 7%; RORgamma inh: 25%

Results for O=C(CCl)Nc1ccc(Sc2ccc(NC(=O)CCl)cc2)cc1 ?
Giardia killer: 21; Gal4-VP16 FLuc: inconclusive; ELG1 genotox: -15%; NPC1 prom act: -38%[inhibitor]; Tb PFK block: -1%; Rab9 prom act: -49%[inhibitor]; FLuc counter: 1%; Coupling enz: 6; KCNH2 3.1 inh: 5; uPA surface inh: -9%; RORgamma inh: inconclusive

How did CC1/C(=N/O)CC(c2ccccc2)N(C)C1c1ccccc1 (stereo not given) do in these assays?
Giardia killer: -25; Gal4-VP16 FLuc: -9%; ELG1 genotox: -4%; NPC1 prom act: -1%; Tb PFK block: 0%; Rab9 prom act: 1%; FLuc counter: -2%; Coupling enz: 4; KCNH2 3.1 inh: -7; uPA surface inh: -1%; RORgamma inh: 5%

Results for COc1ccc(C2C(C(=O)Nc3cccnc3)=C(C)Nc3nc(-c4cccs4)nn32)cc1OC (stereo not given) ?
Giardia killer: -14; Gal4-VP16 FLuc: -2%; ELG1 genotox: 10%; NPC1 prom act: -1%; Tb PFK block: 0%; Rab9 prom act: 2%; FLuc counter: 0%; Coupling enz: 1; KCNH2 3.1 inh: 9; uPA surface inh: -7%; RORgamma inh: inconclusive

What do the screens show for `Cc1ccc(NS(=O)(=O)c2c(C)[nH]c(C)c2C(=O)N2CCCCC2)c(Br)c1`?
Giardia killer: -21; Gal4-VP16 FLuc: 6%; ELG1 genotox: 0%[9.26 µM]; NPC1 prom act: -4%; Tb PFK block: 0%; Rab9 prom act: 4%; FLuc counter: 1%; Coupling enz: 4; KCNH2 3.1 inh: -4; uPA surface inh: -11%; RORgamma inh: -19%

How did CCOc1cc(/C=C\c2nc(O)c([N+](=O)[O-])c(=O)[nH]2)ccc1OC(C)CC (stereo not given) do in these assays?
Giardia killer: -13; Gal4-VP16 FLuc: -5%; ELG1 genotox: 0%; NPC1 prom act: -3%; Tb PFK block: 3%; Rab9 prom act: -4%; FLuc counter: -2%; Coupling enz: -3; KCNH2 3.1 inh: -10; uPA surface inh: -5%; RORgamma inh: -4%
